# Screens deposited in PubChem by National Center for Advancing Translational Sciences (NCATS).
# GoLoco inh red = blocks human Gai1 binding to RGS12 GoLoco peptide, red readout; P63096; Gai1:RGS12 GoLoco peptide FP, rhodamine, 10 min; Potency, µM (series often up to 61.6 µM), for the others: at the top dose activity, negative = inhibition, hits mostly inhibitors; hit rate 0.44% among 230,000; AID 880; active means well fitted inhibition curve with a large enough effect, not every such curve was filed as active; inactive means no such curve, though single readings can be large or run the other way; further: nearly all actives have a fitted effect of over 30% in size; many of its hits are not listed in these tables
# Target sequence (P63096 whole entry, looked up): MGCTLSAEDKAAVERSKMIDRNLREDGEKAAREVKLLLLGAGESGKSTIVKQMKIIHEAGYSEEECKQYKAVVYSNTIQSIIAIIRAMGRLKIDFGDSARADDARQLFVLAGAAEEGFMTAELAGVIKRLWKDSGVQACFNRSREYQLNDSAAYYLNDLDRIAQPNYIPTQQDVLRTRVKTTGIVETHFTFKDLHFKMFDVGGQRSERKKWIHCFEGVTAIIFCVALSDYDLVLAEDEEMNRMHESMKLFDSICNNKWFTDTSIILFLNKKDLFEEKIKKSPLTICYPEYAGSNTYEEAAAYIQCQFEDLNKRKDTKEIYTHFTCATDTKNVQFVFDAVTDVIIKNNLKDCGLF
# Tau fibril FP = tau fibrillization inhibition (FP); hit rate 0.39% among 280,000; K18 P301L tau heparin fibrillization, Alexa594 FP, 6 h; P10636; Potency, µM (titrated, usually from 57.7 µM), without a hit: at the highest dose activity, negative = inhibition, actives largely listed as inhibitors; further: nearly all actives have a fitted effect of over 55% in size
# Target sequence (P10636 561-689 P618L limits assumed): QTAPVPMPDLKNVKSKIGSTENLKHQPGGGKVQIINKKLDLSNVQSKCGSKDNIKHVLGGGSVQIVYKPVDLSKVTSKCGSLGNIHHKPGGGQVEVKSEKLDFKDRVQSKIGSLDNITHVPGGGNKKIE
#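 FP of Alexa 594-tau after heparin (20 uM) induction. Substrate: human K18 P301L, 15 uM unlabeled, 0.24 uM labeled. Buffer 100 mM sodium acetate pH 7. 6 hr, 37 C.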
# TR SRC2 fluor cs = Texas Red fluorescence interference in TRb-SRC2 counter-screen | TRb/SRC2 Texas Red total fluorescence interference | Potency, µM (highest dose often 106 µM), for the others: at the highest dose fluorescence change, negative = quenching | hit rate 0.29% among 280,000; active means well fitted curve in either direction with a large enough effect; inconclusive means small, poorly fitted or top-dose-only effect
#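 Human TRb ligand-binding domain at 0.6 uM with 20 nM Texas Red SRC2 peptide in Tris buffer containing 1 uM T3 and 5% DMSO, incubated with compound 5 h at ambient temperature. Total fluorescence (555/632 nm) calculated as parallel + 2 × perpendicular.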
# Tau ThT inhib = blocks human tau fibril formation measured by thioflavin T | AID 1460 | recombinant tau K18 P301L (four-repeat tau fragment), heparin-induced fibrillization, ThT fluorescence | P10636 | hit rate 2.1% among 270,000 | Potency, µM (top dose mostly 57.4 µM), without a hit: at the top dose activity, negative = inhibition, usual class: inhibitors; further: nearly all actives have a fitted effect of over 55% in size
#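 In this qHTS, human K18 P301L tau is incubated with compound and heparin for 6 hr at 37 C, and Thioflavin T fluorescence then reports fibril load.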
# KDM4E inh = JMJD2E (human) inhibition; B2RXH2; JMJD2E catalytic domain, FDH-coupled NADH fluorescence (FDH is formaldehyde dehydrogenase); Potency, µM (titrated, usually from 57.1 µM), for inactives: at the top dose activity change, negative = inhibition, hits mostly inhibitors; hit rate 1.6% among 230,000; AID 2147; active means well fitted inhibition curve with a large enough effect, not every such curve was filed as active; inconclusive means small, poorly fitted or top-dose-only effect, or another doubt; inactive means no such curve, though single readings can be large or run the other way;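 further: 0% = wells with enzyme and -100% = buffer wells without enzyme; nearly all actives have a fitted effect of over 50% in size; many of its hits are not listed in these tables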
# Target sequence (B2RXH2 1-337 limits assumed): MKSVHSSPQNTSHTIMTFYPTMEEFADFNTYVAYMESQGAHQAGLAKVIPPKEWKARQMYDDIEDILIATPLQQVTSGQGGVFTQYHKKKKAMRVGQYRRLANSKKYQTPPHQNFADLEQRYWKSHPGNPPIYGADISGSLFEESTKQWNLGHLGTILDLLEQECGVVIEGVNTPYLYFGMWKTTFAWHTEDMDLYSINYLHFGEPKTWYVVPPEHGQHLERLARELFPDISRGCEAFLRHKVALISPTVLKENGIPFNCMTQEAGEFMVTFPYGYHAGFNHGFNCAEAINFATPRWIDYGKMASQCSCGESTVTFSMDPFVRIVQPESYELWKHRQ
# L3MBTL1 inh = blocks human L3MBTL1; Potency, µM (series often up to 57.1 µM), inactives show at the highest dose activity, negative = inhibition, actives largely listed as inhibitors; Q9Y468; AlphaScreen L3MBTL1–H3K9me1 peptide binding; AID 485360; hit rate 0.66% among 230,000; further: nearly all actives have a fitted effect of over 60% in size
#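 First, the protein-peptide complex forms for 30 min at room temperature (L3MBTL1 50 nM, biotinylated H3K9me1 peptide 75 nM). Next, compounds are pin-transferred and incubated 30 min. Finally, AlphaScreen beads are added and read after 30 min.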
# RECQ1 inh = inhibitors of human RECQ1 DNA helicase. RECQ1 DNA unwinding, red fluorescence kinetic read. Potency, µM (doses to about 57.3 µM), inactives show at the top dose activity, negative = inhibition, most hits filed as inhibitors. hit rate 0.54% among 240,000. AID 2549;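 further: plate controls were vehicle for no effect and no enzyme for full effect; nearly all actives have a fitted effect of over 30% in size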
#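 50 nM RECQ1T1 preincubated 15 min with compound in Tris pH 8.0 buffer with MgCl2, DTT, Tween-20 and 2.5 ug/ml poly(dI-dC); started with 200 nM TAMRA/BHQ-2 forked duplex and 2 mM ATP. Unwinding read as fluorescence (525/598 nm), two reads 2 h apart.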
# TRb SRC2 PPI = inhibitors of human thyroid hormone receptor beta-SRC2 interaction. Potency, µM (series often up to 106 µM), for inactives: top-dose activity change, negative = inhibition, usual class: inhibitors. hit rate 0.065% among 280,000. P10828. TRbeta-SRC2 peptide binding, fluorescence polarization; receptor liganded with 1 µM T3;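 further: plate controls were bound peptide for no effect and peptide without receptor for full effect; nearly all actives have a fitted effect of over 50% in size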
#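 Fluorescence polarization of 20 nM Texas Red SRC2 peptide (20-aa NR interaction domain) bound to 0.6 uM human TRb ligand-binding domain, with 1 uM T3, after 5 hr at ambient temperature; inhibition seen as decreased polarization.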
# * hit, by the source's call; i = inactive; ? = inconclusive; · = no result given; [ ] = remark or other dose. Unless noted, the call rests on the fitted dose curve; in most records, active means well fitted curve in the direction sought with a large enough effect; inconclusive means small, poorly fitted or top-dose-only effect, or another doubt; inactive means no such curve, though single readings can be large; an effect the other way counts as inactive or inconclusive. Unless noted, on the % scale 0 is the no-effect control and ±100 the full control effect; potency means the concentration at half of the fitted maximal effect. An excerpt (hit frequency here may not be typical).
No.	smiles	GoLoco inh red	Tau fibril FP	TR SRC2 fluor cs	Tau ThT inhib
1	CCN(c1ccccc1)S(=O)(=O)c1ccc(Cl)c(NC(=O)COC(=O)c2cc(O)c3ccccc3c2O)c1	0%	?	-3%	11µM*
2	O=C(Nc1cccc2ccccc12)c1onc2c1CCCC2	12%	8%	1%	-21%
3	O=[N+]([O-])c1ccc(NC(=S)N2CCOCC2)cc1	6%	2%	0%	-1%
4	CC(=O)c1cccc(NC(=O)c2ccco2)c1	-12%	3%	1%	-4%
5	COc1ccc(N(CC(=O)NCCSc2ccccn2)S(C)(=O)=O)cc1Cl	9%	4%	-1%	0%
6	CCOC(=O)c1c(C)[nH]c(C(=O)N2CCN(c3ccc(OC)cc3)CC2)c1C	-7%	-1%	-2%	-16%
7	COc1ccc(OC)c(NC(=O)C2CCN(S(=O)(=O)c3cccs3)CC2)c1	8%	-1%	-1%	-6%
8	Cc1ccccc1-n1nnnc1SCC(N)=O	7%	-7%	-4%	-3%
9	CCOC(=O)C1=C(C)N=C2SC(C)C(=O)N2C1c1ccc(OC(C)=O)c(OCC)c1 (stereo unspecified)	-3%	-3%	-1%	-6%
10	CCN(c1ccccc1)S(=O)(=O)c1ccc(OCC(=O)Nc2cc(C)on2)cc1	1%	-3%	3%	-1%
11	O=C(NCCc1ccncc1)Nc1ccc(F)cc1	3%	3%	-2%	2%
12	CCOC(=O)CSC1=C(C#N)C(c2ccc(OC)cc2)C2=C(CC(C)(C)CC2=O)N1 (stereo unspecified)	-23%	-5%	0%	9%

No.	KDM4E inh	L3MBTL1 inh	RECQ1 inh	TRb SRC2 PPI
1	8.9µM*	·	i	-2%
2	53%[activator]	·	22%	-4%
3	-2%	9%	-2%	0%
4	-2%	-3%	-2%	7%
5	5%	1%	-5%	4%
6	4%	-23%	i	-9%
7	2%	·	i	-1%
8	-2%	1%	i	-16%
9	7%	1%	i	5%
10	4%	-3%	-4%	2%
11	5%	11%	6%	-1%
12	6%	-6%	-1%	10%

# Additional structures follow.
No.	smiles	GoLoco inh red	Tau fibril FP	TR SRC2 fluor cs	Tau ThT inhib
13	C=CCc1ccc(OCCOCCOc2ccc(C)cc2[N+](=O)[O-])c(OC)c1	2%	6%	-2%	-24%
14	COc1ccccc1N1CCN(C(=O)CSc2nc3ccccc3[nH]2)CC1	-4%	13%	-2%	-6%
15	O=C(CSc1nnnn1-c1ccc(Cl)cc1)NNC(=O)c1ccc([N+](=O)[O-])cc1	14%	13%	-10%	-17%
16	CCOc1ccc(NC(=O)CSC2=Nc3ccccc3C3=NC(Cc4ccccc4)C(=O)N23)cc1 (stereo unspecified)	·	-7%	-5%	-14%
17	CCOc1ccc(Cl)cc1/C=N/O	4%	1%	0%	1%
18	O=C(Nc1ccccc1)Nc1ccc(Br)cc1F	-8%	-3%	3%	8%
19	CC(C)c1ccc(NCCC(=O)c2cccs2)cc1	2%	17%	-4%	?
20	CCC(C)(C)NC(=O)CN(C(=O)CCC(=O)Nc1cc(C)ccn1)c1ccc2c(c1)OCCO2	17%	3%	1%	0%
21	O=C(COC(=O)c1ccncc1)c1ccc(Br)cc1	8%	-8%	-1%[53 µM]	-16%
22	COC(=O)c1cc(OC)c(OC)cc1NC(=S)Nc1cc(Cl)ccc1OC	·	-4%	1%	7%
23	Cc1ccc(C(C)C)c(OCC(=O)Nc2nc3c(s2)CCCC3)c1	·	?	5%	?
24	CC1(C(=O)NCC2CC2)C=CC2(CCCCC2)N1C(=O)c1ccccc1 (stereo unspecified)	3%	-1%	-2%	-9%

No.	KDM4E inh	L3MBTL1 inh	RECQ1 inh	TRb SRC2 PPI
13	4%	9%	-14%	-21%
14	0%	·	0%	-3%
15	6%	2%	-12%	-4%
16	·	·	·	-4%
17	-3%	-1%	i	0%
18	-5%	3%	i	0%
19	-7%	-15%	-9%	0%
20	-2%	5%	-28%	0%
21	?	9%	16%	3%[53 µM]
22	0%	-7%	0%	6%
23	·	·	·	-5%
24	3%	0%	1%	7%

# Next part
No.	smiles	GoLoco inh red	Tau fibril FP	TR SRC2 fluor cs	Tau ThT inhib
25	Cc1c(C(c2cccc([N+](=O)[O-])c2O)c2c(C)n(C)n(-c3ccccc3)c2=O)c(=O)n(-c2ccccc2)n1C	9%	3%	1%	-6%
26	Cc1nc(CNS(=O)(=O)c2cccs2)cs1	-1%	0%	-4%	3%
27	CCOC(=O)c1c(NC(=O)Cc2cccs2)sc2c1CCCC2	·	?	2%	-18%
28	CCN(CCCNC(=O)Cn1ncc2c([nH]c3ccccc32)c1=O)c1cccc(C)c1	·	7%	-7%	8%
29	COc1ccc(N(CC(=O)NCc2ccco2)S(C)(=O)=O)cc1	-6%	-2%	-7%	-5%
30	O=C(CNC(=O)c1ccccc1)Nc1ccsc1C(=O)O	12%	-12%	0%	-2%
31	Cc1ccc(CNC(=O)C(=O)NCC(c2ccco2)S(=O)(=O)c2cccs2)cc1 (stereo unspecified)	·	-1%	0%	0%
32	COc1ccc(C(=O)OCC(=O)NC(C)(C)C)cc1[N+](=O)[O-]	-7%	2%	-1%	6%
33	COc1ccc(/C(O)=C2\C(=O)C(=O)N(CCN3CCOCC3)C2c2ccccc2OC)cc1 (stereo unspecified)	-5%	-2%	2%	-9%
34	O=C(CCC(=O)N(CC(=O)NC1CCCCC1)c1ccc2c(c1)OCO2)Nc1ccccn1	0%	7%	-6%	-14%
35	COc1ccc(CNC(=O)C2CCCN2S(=O)(=O)c2ccc(F)cc2)cc1 (stereo unspecified)	-17%	-1%	-2%	-1%
36	COc1cc(CC(=O)Nc2sccc2C(N)=O)cc(OC)c1OC	41%[activator]	-3%	-2%	-10%

No.	KDM4E inh	L3MBTL1 inh	RECQ1 inh	TRb SRC2 PPI
25	2%	3%	i	7%
26	6%	·	i	2%
27	-24%	-1%	-2%	-16%
28	·	·	·	8%
29	6%	1%	i	-3%
30	-6%	2%	-1%	-7%
31	·	·	·	4%
32	4%	7%	-5%	-5%
33	-5%	-8%	-1%	6%
34	3%	-9%	-6%	-5%
35	3%	-1%	i	-3%
36	?	-3%	-4%	4%

# More entries follow.
No.	smiles	GoLoco inh red	Tau fibril FP	TR SRC2 fluor cs	Tau ThT inhib
37	CCOC1=C/C(=C/c2c(N)n3oc(C)cc3nc2=O)C=CC1=O	10%	-4%	0%	?
38	CN(C)CC1CCCCC1OC(=O)c1ccc(Br)cc1 (stereo unspecified)	-6%	-13%	-2%	-4%
39	CC(=O)N1CCN(c2ccc(NC(=O)c3ccc(C)cc3)cc2)CC1	64%[activator]	-1%	-1%	?
40	COc1cccc(/C=C/c2nc(C#N)c(N3CCCCCC3)o2)c1	·	2%	-2%	-16%
41	O=C(COC(=O)c1ccc2c(c1)OCO2)Nc1ncc(Cl)cc1Cl	11%	-3%	0%	-3%
42	COc1cccc(Nc2nc(N)nc(C(F)(F)F)n2)c1	2%	0%	0%	-8%
43	O=[N+]([O-])c1ccc(/C=N\N2CCN(c3ccc(Cl)cc3)CC2)cc1	0%	3%	-4%	2.2µM*
44	Cc1cc(N2CCOCC2)nc(NCc2ccccc2)n1	-1%	-5%	1%	-7%
45	CC(C)(C)c1ccc(C(=O)O)c(C(=O)c2ccc(C(=O)O)cc2)c1	-16%	-6%	0%	-7%
46	CCS(=O)(=O)N1N=C(c2cccs2)CC1c1cc2cc(C)ccc2nc1Cl (stereo unspecified)	121%[activator]	-4%	0%	·
47	O=C(O)Cc1ccc(-c2ccccc2)cc1	9%	-7%	2%	-13%
48	CCS(=O)(=O)c1ccc(NC(=O)c2ccccc2Cl)c(O)c1	4%	-1%	-1%	-6%

No.	KDM4E inh	L3MBTL1 inh	RECQ1 inh	TRb SRC2 PPI
37	-15%	·	-7%	-6%
38	-2%	21%	-13%	3%
39	2%	-2%	-2%	2%
40	·	·	·	-12%
41	?	3%	-6%	-1%
42	2%	-6%	-1%	5%
43	1%	-1%	12%	-1%
44	-4%	-10%	-11%	-21%
45	-26%	-11%	0%	-2%
46	?	·	-9%	-7%
47	6%	8%	-7%	-6%
48	2%	-4%	1%	-14%

# Entries of single compounds from above. Order of screens: GoLoco inh red	Tau fibril FP	TR SRC2 fluor cs	Tau ThT inhib	KDM4E inh	L3MBTL1 inh	RECQ1 inh	TRb SRC2 PPI
# Profile of COc1cc(CC(=O)Nc2sccc2C(N)=O)cc(OC)c1OC : 41%[activator]	-3%	-2%	-10%	?	-3%	-4%	4%
# Profile of COc1cccc(/C=C/c2nc(C#N)c(N3CCCCCC3)o2)c1 : ·	2%	-2%	-16%	·	·	·	-12%
# Profile of CCOc1ccc(NC(=O)CSC2=Nc3ccccc3C3=NC(Cc4ccccc4)C(=O)N23)cc1 (stereo unspecified) : ·	-7%	-5%	-14%	·	·	·	-4%
# Profile of CC(=O)N1CCN(c2ccc(NC(=O)c3ccc(C)cc3)cc2)CC1 : 64%[activator]	-1%	-1%	?	2%	-2%	-2%	2%
# Profile of O=[N+]([O-])c1ccc(NC(=S)N2CCOCC2)cc1 : 6%	2%	0%	-1%	-2%	9%	-2%	0%

# Continuation.
No.	smiles	GoLoco inh red	Tau fibril FP	TR SRC2 fluor cs	Tau ThT inhib
49	O=C(c1cc2cc(Cl)cc(Cl)c2oc1=O)N1CCOCC1	·	5%	0%	-7%
50	Cc1ccc(NC(=O)CN(C)CC(=O)Nc2ccccc2-c2ccccc2)cc1	5%	-3%	-1%	-5%
51	O=C(CCCN1C(=O)/C(=C/c2ccccc2Cl)SC1=S)Nc1ccccn1	-1%	2%	-2%	16%
52	COc1ccc(NC(=O)Cn2nc([N+](=O)[O-])c(Cl)c2C)cc1OC	3%	8%	-6%	·
53	COc1ccccc1NC(=O)COC(=O)/C=C/c1ccc2c(c1)OCO2	1%	?	-2%	-19%
54	Cc1cccc(N2C(=O)CC(N3CCOCC3)C2=O)c1 (stereo unspecified)	12%	6%	-3%	-3%

No.	KDM4E inh	L3MBTL1 inh	RECQ1 inh	TRb SRC2 PPI
49	-6%	9%	-7%	11%
50	-4%	-5%	i	-8%
51	2%	?	7%	6%
52	4%	·	-4%	4%
53	?	·	-8%	4%
54	3%	·	-4%	2%
